SRC2 inh: human SRC2 (NCOA2) inhibition | Q15596 | HEK293 GAL4-SRC2 luciferase reporter, luminescence | inhibition, % at 9 µM | hit rate 0.17% among 370,000 | AID 651957;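 active = inhibition above the mean inhibition of all tested compounds plus 3 SD, set per campaign, cut at about 52% in these data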;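 note: 0% = DMSO treated cells and 100% = cells given Gossypol at 36 µM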
TLR9-MyD88 inh: inhibitors of human TLR9-MyD88 binding; Q9NR96+Q99836; CHO BLA complementation TLR9-MyD88, CCF4 FRET ratio; inhibition, % at 4.98 µM; hit rate 0.21% among 340,000;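 active = inhibition above the mean over all tested compounds plus 3 SD, cut at about 21% in these data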;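 note: 0% = DMSO only wells and 100% = clavulanate BLA inhibitor control wells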
NCOA1 inh: human NCOA1 inhibition. Q15788. HEK293 GAL4-SRC1 luciferase reporter, luminescence. inhibition, % at 3.6 µM. hit rate 0.12% among 360,000;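 active = inhibition above the campaign mean plus 3 SD, with each screening campaign given its own cutoff, cut at about 60% in these data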;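 note: 0% = DMSO treated cells and 100% = gossypol at 36 µM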
ABHD5 PLIN5 PPI: ABHD5-PLIN5 protein interaction inhibition; Q00G26+Q8WTS1; Split G. princeps luciferase complementation, luminescence, 4 h; inhibition, % at 4 µM; AID 602281; hit rate 0.78% among 360,000;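 active = inhibition above the mean inhibition across every tested compound plus 3 SD, cut at about 22% in these data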;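 note: 0% = DMSO only wells and the 100% control is not disclosed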
LMP1 NFkB inh: inhibitors of Epstein-Barr LMP1-induced NF-kappaB reporter | LMP1-induced NF-kappaB luciferase reporter cells, luminescence | inhibition, % at 12.5 µM | hit rate 0.69% among 350,000 | AID 504558; in the data active = inhibition above about 41%;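 note: 0% = neutral control wells and 100% = reference inhibitor control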
MC4R ag barr: activates human MC4R beta-arrestin recruitment. P32245. U2OS MC4R beta-arrestin complementation, luminescence; percent of melanotan II response, DMSO zero. activation, % at 8.9 µM. hit rate 0.98% among 360,000;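 active = activation above a per-plate cutoff, the mean activation of sample wells on that plate plus 3 SD, cut at about 8% in these data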
Target sequence (P32245 whole entry, looked up): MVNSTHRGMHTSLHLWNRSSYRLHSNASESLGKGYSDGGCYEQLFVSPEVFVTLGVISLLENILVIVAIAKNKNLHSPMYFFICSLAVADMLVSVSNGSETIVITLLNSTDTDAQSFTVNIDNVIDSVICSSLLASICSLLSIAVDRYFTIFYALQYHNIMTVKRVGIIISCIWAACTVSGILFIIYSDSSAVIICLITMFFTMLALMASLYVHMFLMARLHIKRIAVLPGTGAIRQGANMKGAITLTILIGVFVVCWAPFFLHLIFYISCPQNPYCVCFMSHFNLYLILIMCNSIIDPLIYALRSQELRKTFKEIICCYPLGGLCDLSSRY
MC4R antagonist: antagonists of human melanocortin 4 receptor (MC4R); hit rate 0.48% among 360,000; MC4R-expressing cells, MTII-stimulated cAMP, LANCE TR-FRET; inhibition, % at 6.5 µM;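 active = inhibition above its plate's cutoff, the mean of tested wells on that plate plus 3 SD, cut at about 29% in these data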;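 note: 0% = Melanotan II alone and 100% = Melanotan II plus saturating MCL0020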
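System: U2OS cells stably expressing human melanocortin 4 receptor (MC4R). Reagent: Melanotan II challenge after compound preincubation. Doses: 6.5 µM. Times: 30-min compound, 1-h challenge, 1-h detection, room temperature. Measured by: TR-FRET with Eu-cAMP and labeled anti-cAMP, 671 nm. Replicates: singlicate.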
LRH-1 inv ag: inverse agonists of human LRH-1 (NR5A2); O00482; HEK293T StAR-luciferase reporter, LRH-1 transfected, 24 h; inhibition, % at 3.6 µM; hit rate 0.13% among 360,000; AID 602396;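 active = inhibition above the mean inhibition of all tested compounds plus 3 SD, cut at about 73% in these data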;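 note: 0% = DMSO wells and 100% = reporter-only cells lacking LRH-1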
NR2F2 inh: NR2F2 (human) inhibition, primary screen. hit rate 0.7% among 370,000. inhibition, % at 8.6 µM. HEK293T NGFI-A luciferase reporter, luminescence. P24468. AID 686940;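 active = inhibition above a per-plate cutoff, mean inhibition of test wells between control levels plus 3 SD, cut at about 38% in these data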;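 note: cells cotransfected with COUP-TFII expression vector driving the NGFI-A reporter; 0% = median of COUP-TF2 test wells and 100% = reporter-only cells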
NCOA3 inh: inhibits human SRC3 coactivator; AID 588352; HEK293 GAL4-SRC3 luciferase reporter, luminescence; inhibition, % at 3.6 µM; hit rate 0.17% among 360,000; Q9Y6Q9;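 active = inhibition above a per-campaign cutoff, the mean of all compounds plus 3 SD, cut at about 60% in these data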;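 note: 0% = DMSO-treated cells and 100% = gossypol-treated cells at 36 µM; higher means less SRC3-driven luciferase light from the GAL4 reporter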
NOD2 RIPK2 PPI: blocks binding of human NOD2 to RIPK2 | CHO BLA complementation NOD2-RIPK2, CCF4 ratio | inhibition, % at 4.98 µM | hit rate 0.38% among 360,000 | AID 624267; in the data active = inhibition above about 21%;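 note: 0% = vehicle only and 100% = reference blocker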
The depositor's hits bear a star.

SMILES	SRC2 inh	TLR9-MyD88 inh	NCOA1 inh	ABHD5 PLIN5 PPI	LMP1 NFkB inh	MC4R ag barr	MC4R antagonist	LRH-1 inv ag	NR2F2 inh	NCOA3 inh	NOD2 RIPK2 PPI
CCc1ccc(OCC(=O)N(Cc2ccccc2)C2CCS(=O)(=O)C2)cc1 (configuration not stated)	-4	3	-4	-2	-11	-0.3	1	8	8	0	3
O=C(NCCCN1CCOCC1)c1cc(-c2ccccc2)on1	-97	11	-57	9	10	2.1	0	33	22	-31	-9
O=C(CCc1ccccc1)C(=O)N1CCCC(C(=O)c2cccc(Cl)c2)C1 (configuration not stated)	-4	-3	-8	0	-1	-0.8	0	20	-5	0	-8
COc1cc(OC)c(C2CC(=O)N3CN(C)CSC3=C2C#N)cc1OC (configuration not stated)	5	1	2	-20	-4	-1.2	3	-1	-7	-23	3
CCOc1ccccc1NC(=O)CCSc1nc2n[nH]c(C)c2c(=N)n1-c1ccccc1Cl	-19	-15	-2	6	-1	1.0	12	-11	5	-2	-17
CCCCOc1ccc(C(=O)N/C(=C/C=C/c2ccccc2)C(=O)NCCO)cc1	15	4	9	5	-3	-2.3	-4	-6	3	4	0
O=C(C1=CC=CN2CCS(=O)(=O)N=C12)N1CCN(c2cccc(Cl)c2)CC1	6	-2	12	2	3	-0.6	1	-3	10	-7	-1
COc1ccc(CC(=O)NCc2nnc(SCC(=O)Nc3nccs3)n2C)cc1	6	-11	-8	8	-1	-0.3	21	6	7	2	-10
CN(C)/C=C/c1c([N+](=O)[O-])c2ccc(O)cc2n1-c1ccccc1	23	0	6	2	9	1.2	-6	6	40*	29	-12
COC(=O)c1cc(OC)c(OC)cc1NCC(=O)Nc1cccc(C(F)(F)F)c1	-6	-4	21	-4	7	0.8	6	8	-5	1	-6
COc1ccccc1N1CCN(C(=O)c2c(-c3ccccc3Cl)noc2C)CC1	-26	12	0	1	0	-0.5	3	2	11	-15	-4
COc1ccc(OCCCC(=O)N(C)CC(=O)Nc2c(C)cccc2C)cc1	-1	-3	-5	12	1	0.3	6	17	-13	18	-17
COc1nc(N)c(S(=O)(=O)c2ccc(C)cc2)cc1C#N	1	-2	-2	0	3	-2.2	11	10	2	16	-13
C=CC[n+]1ccc2ccccc2c1C	3	-12	9	-4	-16	0.1	7	13	-15	1	0
COC(=O)c1cc(NC(=O)COC(=O)C2COc3ccccc3O2)cc(C(=O)OC)c1 (configuration not stated)	-14	-14	-37	1	-6	-4.5	27	-25	9	-5	-10
COc1cccc(CNC(=O)CCCNC(=O)c2ccc(Cl)cc2)c1	-11	2	6	1	6	-1.8	3	21	-3	4	5
CC(C)(c1ccccc1)c1ccc(OCc2ccc(C(=O)O)o2)cc1	-52	-1	-120	2	-12	-0.8	-4	-150	-31	-147	-6
CC1CCCN(Cc2c(O)ccc3c2O/C(=C\c2ccco2)C3=O)C1 (configuration not stated)	-5	2	-7	16	0	-1.2	-3	-22	-2	-1	13
COCCNC(=O)C(=O)NCC1OCCN1S(=O)(=O)c1cc(F)ccc1F (configuration not stated)	-24	-7	-48	-8	-1	-0.6	3	14	18	1	5
C/C(=N\OCC(=O)Nc1ccc(OC(F)(F)F)cc1)c1ccc2c(c1)OCCO2	-4	-7	0	-9	-12	7.6	-3	5	7	0	-23

Another view of some results above.
compound,SRC2 inh,TLR9-MyD88 inh,NCOA1 inh,ABHD5 PLIN5 PPI,LMP1 NFkB inh,MC4R ag barr,MC4R antagonist,LRH-1 inv ag,NR2F2 inh,NCOA3 inh,NOD2 RIPK2 PPI
COC(=O)c1cc(OC)c(OC)cc1NCC(=O)Nc1cccc(C(F)(F)F)c1,-6,-4,21,-4,7,0.8,6,8,-5,1,-6
COc1ccccc1N1CCN(C(=O)c2c(-c3ccccc3Cl)noc2C)CC1,-26,12,0,1,0,-0.5,3,2,11,-15,-4
COc1ccc(OCCCC(=O)N(C)CC(=O)Nc2c(C)cccc2C)cc1,-1,-3,-5,12,1,0.3,6,17,-13,18,-17
COc1nc(N)c(S(=O)(=O)c2ccc(C)cc2)cc1C#N,1,-2,-2,0,3,-2.2,11,10,2,16,-13
C=CC[n+]1ccc2ccccc2c1C,3,-12,9,-4,-16,0.1,7,13,-15,1,0
COC(=O)c1cc(NC(=O)COC(=O)C2COc3ccccc3O2)cc(C(=O)OC)c1 (configuration not stated),-14,-14,-37,1,-6,-4.5,27,-25,9,-5,-10
COc1cccc(CNC(=O)CCCNC(=O)c2ccc(Cl)cc2)c1,-11,2,6,1,6,-1.8,3,21,-3,4,5
CC(C)(c1ccccc1)c1ccc(OCc2ccc(C(=O)O)o2)cc1,-52,-1,-120,2,-12,-0.8,-4,-150,-31,-147,-6
CC1CCCN(Cc2c(O)ccc3c2O/C(=C\c2ccco2)C3=O)C1 (configuration not stated),-5,2,-7,16,0,-1.2,-3,-22,-2,-1,13
COCCNC(=O)C(=O)NCC1OCCN1S(=O)(=O)c1cc(F)ccc1F (configuration not stated),-24,-7,-48,-8,-1,-0.6,3,14,18,1,5
C/C(=N\OCC(=O)Nc1ccc(OC(F)(F)F)cc1)c1ccc2c(c1)OCCO2,-4,-7,0,-9,-12,7.6,-3,5,7,0,-23

Taken from above.
In MC4R antagonist, `COc1cc(OC)c(C2CC(=O)N3CN(C)CSC3=C2C#N)cc1OC` (configuration not stated) shows 3
In NCOA1 inh, `O=C(C1=CC=CN2CCS(=O)(=O)N=C12)N1CCN(c2cccc(Cl)c2)CC1` shows 12

Assay outcomes from PubChem BioAssay.

Only part of the results is shown. The share of hits here may be higher or lower than overall.
